# Assay outcomes deposited in PubChem by National Center for Advancing Translational Sciences (NCATS).
# 12-LOX inh – Primary qHTS assay for inhibitors of human arachidonate 12S-lipoxygenase (ALOX12): Round 2; 580,000 compounds, 1.1% hits; AID 1671190, 2021; purified 12hLO, xylenol orange hydroperoxide absorbance; Polyunsaturated fatty acid lipoxygenase ALOX12 (Homo sapiens), P18054; Potency, µM (doses to about 108 µM), for inactives: at the top dose activity change, negative = inhibition, hits mostly inhibitors; also: potency is read from the fitted curve at half-maximal effect; % is scaled to controls: 0 for no effect and ±100 for the full control effect
#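 Purified human 12hLO at 150 nM in 25 mM Hepes, 0.01% Triton X-100, pH 7.0, preincubated 15 min at room temperature with compound. Reaction started with 40 uM arachidonic acid, 30 min at room temperature. Hydroperoxide measured by Fe-xylenol orange, 573/405 nm absorbance ratio.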
# Vif-A3F inh – qHTS for Inhibitors of Vif-A3F Interactions: qHTS; Potency, µM (series often up to 46.1 µM), for the others: at the top dose activity, negative = active; 390,000 compounds, 0.2% hits; AID 602313, 2012; HeLa A3F-eYFP + Vif (tagged APOBEC3F with the HIV-1 protein that degrades it), YFP fluorescence increase; also: potency is read from the fitted curve at half-maximal effect; % of control where 0% means no effect; nearly all actives have a fitted effect of over 65% in size
#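 Fluorescence increase (Ex 488/Em 500-530) after overnight compound treatment at 37 deg C flags inhibition of Vif-driven A3F-eYFP loss in stable HeLa A3F-eYFP/Vif cells seeded overnight beforehand.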
# RGS4 inh – Inhibitors of Regulator of G Protein Signaling (RGS) 4: qHTS; Transcreener GDP fluorescence polarization, RGS4-accelerated GTP hydrolysis; Potency, µM (top dose mostly 114 µM), inactives show top-dose activity change, negative = inhibition, usual class: inhibitors; AID 504845, 2011; 390,000 compounds, 0.039% hits; also: potency is read from the fitted curve at half-maximal effect; % is scaled to controls: 0 for no effect and ±100 for the full control effect; nearly all actives have a fitted effect of over 75% in size; some results filed as inactive show a strong effect at the top dose
# Target sequence (P49798 whole entry, looked up): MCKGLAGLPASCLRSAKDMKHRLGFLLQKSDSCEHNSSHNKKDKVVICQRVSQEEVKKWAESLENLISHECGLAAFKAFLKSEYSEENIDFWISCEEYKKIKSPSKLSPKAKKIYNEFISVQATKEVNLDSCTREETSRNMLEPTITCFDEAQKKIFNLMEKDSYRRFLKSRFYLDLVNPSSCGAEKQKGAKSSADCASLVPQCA
#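 MLSMR compounds (23 nl, pin-transferred) preincubated 10 min at room temperature with a 500nM (2x) first reagent, then RGS4 at 900nM (2x) plus Transcreener GDP mix added; fluorescence polarization (620/688 nm) read before and after 90 min at 30 °C.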
# D2 ag – HTS Assay for Allosteric Agonists of the Human D2 Dopamine Receptor: Primary Screen for Agonists. HEK293 T-REx D2 cells, calcium flux agonist mode. activation, % at 2 µM. 340,000 compounds, 0.53% hits. AID 485358, 2010;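 active = activation over 3 SD above normal in the single-dose calcium agonist read, cut at about 30% in these data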; also: 0% is about no effect
# Target sequence (P14416 whole entry, looked up): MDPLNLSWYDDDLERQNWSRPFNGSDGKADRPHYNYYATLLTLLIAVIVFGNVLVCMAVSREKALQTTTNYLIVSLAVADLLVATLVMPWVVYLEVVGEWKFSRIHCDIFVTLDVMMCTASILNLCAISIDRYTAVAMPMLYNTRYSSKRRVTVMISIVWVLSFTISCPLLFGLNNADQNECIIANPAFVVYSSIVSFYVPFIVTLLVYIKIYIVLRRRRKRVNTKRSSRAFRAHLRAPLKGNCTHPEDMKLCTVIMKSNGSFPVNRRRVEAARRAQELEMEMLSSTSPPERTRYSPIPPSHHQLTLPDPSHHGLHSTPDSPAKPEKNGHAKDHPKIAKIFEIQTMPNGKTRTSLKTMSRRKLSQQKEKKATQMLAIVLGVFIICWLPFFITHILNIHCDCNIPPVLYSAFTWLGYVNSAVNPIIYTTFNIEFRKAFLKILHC
#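 Agonism scored from kinetic calcium signal (1 read/sec, 180 s) following compound pin transfer, after a 10 s baseline. Cells: HEK293 Trex line expressing inducible D2 receptor coupled to calcium, dye-loaded after overnight culture at 30 C.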
# LDHA inh – qHTS assay for inhibitors of human lactate dehydrogenase | AID 1347041, 2019 | activity change, % (values are at about 110 or 230 µM) | L-lactate dehydrogenase A chain (Homo sapiens), P00338 | purified LDHA, NADH/diaphorase-resazurin fluorescence; active compounds read low | 480,000 compounds, 0.15% hits; in the data active = activity change below about -30%; inconclusive = mostly about -25% to -30%;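 also: plate controls were DMSO wells for no effect and wells without enzyme for full effect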
#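 Human LDH5 (2 nM) was incubated with 0.06 mM NADH and 0.2 mM pyruvate for 5 min at room temperature in Tris pH 7.4. Remaining NADH was coupled through diaphorase/resazurin, and resorufin fluorescence was read at 0 and 20 min.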
# D2 antag – HTS Assay for Allosteric Antagonists of the Human D2 Dopamine Receptor: Primary Screen for Antagonists | HEK293 TREx D2 cells, calcium flux, dopamine EC80 | inhibition, % at 10 µM | 340,000 compounds, 2% hits; in the data active = inhibition above about 30%; also: 0% is about no effect
#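 Inhibition of EC80 dopamine-driven calcium flux, recorded kinetically, defines activity here; cells are a tetracycline-induced HEK293 T-REx line expressing force-coupled D2.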
# ERG-DNA inh – qHTS for Small Molecule Inhibitors of the ERG Ets/DNA interaction; 370,000 compounds, 0.028% hits; Potency, µM (doses to about 76.9 µM), for the others: at the top dose FP activity, negative = inhibition, hits mostly inhibitors; fluorescence polarization, His-ERG Ets domain / labelled DNA; Transcriptional regulator ERG (Homo sapiens), P11308; active = well fitted inhibition curve with a large enough effect in the polarisation, with a control signal flat; inconclusive = small, poorly fitted or top-dose-only effect, or effect the other way, or a change in a side signal; inactive = no such curve, though single readings can be large or run the other way; the % refers to the polarisation;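 also: polarization taken with two DNA probes labelled with fluorescein and Texas red; potency is read from the fitted curve at half-maximal effect; % of control where 0% means no effect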
#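 His-tagged ERG Ets domain (1 uM in the protein solution; 300mM KCl, 50mM Tris-HCl, 1mM EDTA, 1mM DTT, pH 7.5) received compound, then a probe mix of 5 nM fluorescein-DNA and 100nM Texas-615-DNA. Fluorescence polarization was read for both dyes.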
# GRP78 ERSR act – qHTS for Inducers of the Endoplasmic Reticulum Stress Response (ERSR) in Human Glioma: qHTS; U87-MG GRP78 promoter luciferase reporter, 16 h; Potency, µM, for the others: at the highest dose activation, usual class: activators; 420,000 compounds, 0.02% hits; AID 602332, 2012; also: potency is read from the fitted curve at half-maximal effect; series mostly up to about 76 µM; % of control where 0% means no effect; nearly all actives have a fitted effect of over 35% in size
#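 ERSR induction read as luciferase luminescence (Bright-Glo, 10 min at room temperature) in stably transfected human U87-MG glioma cells exposed to compounds for 16 h, using GRP78 as sensor.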
# Vif-APOBEC3G blk – qHTS for Inhibitors of Vif-A3G Interactions: qHTS; 410,000 compounds, 0.076% hits; Potency, µM (top dose mostly 46.1 µM), for inactives: at the top dose activity, negative = active, most hits filed as inhibitors; HeLa A3G-eYFP + Vif (tagged APOBEC3G with the HIV-1 protein that degrades it), YFP fluorescence, overnight;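 also: potency is read from the fitted curve at half-maximal effect; % is scaled to controls: 0 for no effect and ±100 for the full control effect; nearly all actives have a fitted effect of over 60% in size; hits raise eYFP signal because A3G escapes Vif-driven loss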
# Target sequence (Q9HC16 whole entry, looked up): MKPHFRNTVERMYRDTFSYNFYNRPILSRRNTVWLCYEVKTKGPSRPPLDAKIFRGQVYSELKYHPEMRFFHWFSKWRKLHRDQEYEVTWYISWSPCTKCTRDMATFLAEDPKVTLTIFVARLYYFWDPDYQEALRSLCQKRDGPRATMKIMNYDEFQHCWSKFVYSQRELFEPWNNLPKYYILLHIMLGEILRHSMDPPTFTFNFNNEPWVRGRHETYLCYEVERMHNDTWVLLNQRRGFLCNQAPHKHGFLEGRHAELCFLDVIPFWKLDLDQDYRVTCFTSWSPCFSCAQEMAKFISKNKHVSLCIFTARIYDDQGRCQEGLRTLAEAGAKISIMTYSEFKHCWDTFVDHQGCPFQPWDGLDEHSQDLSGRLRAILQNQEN
#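 Read-out is eYFP fluorescence (Ex 488/Em 500-530) from Vif-expressing HeLa A3G-eYFP cells; more signal means A3G escaped Vif-mediated degradation. Cells plated overnight, compound pinned in, incubated overnight at 37 deg C.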
# Numbers without * were called inactive; ? = inconclusive; / = not tested or not shown; & = joins results of further samples; [ ] = another dose, or the depositor's remark. Unless noted, calls follow the shape of the dose curve; as a rule, active = well fitted curve in the direction sought with a large enough effect; inconclusive = small, poorly fitted or top-dose-only effect, or another doubt; inactive = no such curve, though single readings can be large; an effect the other way counts as inactive or inconclusive. The list is partial, so the mix of outcomes need not match the whole.
SMILES,12-LOX inh,Vif-A3F inh,RGS4 inh,D2 ag,LDHA inh,D2 antag,ERG-DNA inh,GRP78 ERSR act,Vif-APOBEC3G blk
COc1ccc(CNC(=O)CCNS(=O)(=O)c2ccc(Cl)cc2)cc1,0%,2%,26%,0.1,-2,10,3%,-4%,-7%
Cc1cc(N2CCCc3ccccc32)n2ncnc2n1,129%[activator],-3%,-8%,0.9,1,-13,4%,0%,-5%
CC(=O)c1c(C)[nH]c(C(=O)CSc2nnc(-c3ccc(Cl)cc3)n2CC2CCCO2)c1C (configuration not stated),?,3%,-26%,0.2,-7,4,-2%,0%,-4%
CCOc1ccc(CCNC(=O)CCc2nnc3ccc(N4CCOCC4)nn23)cc1OCC,365%[activator],8%,-13%,-0.1,4,4,5%,-4%,-1%
Cc1ccc(Cc2c(C)nc3nc(SCC(=O)NCCCN4CCOCC4)nn3c2C)cc1,1%,-2%,17%,0.0,-2,-1,1%,4%,-11%
CCn1cc(/C=N\NC(=O)c2ccc3c(c2)c(C)c(C)n3Cc2ccccc2)c(C)n1,8%,3%,-28%,-1.0,-1,8,3%,-7%,0%
COc1ccccc1COC(=O)Nc1c(C)nn(C)c1Cl,-20%,-6%,4%,0.1,-2,-8,-4%,-3%,0%
COc1cccc(/C=N/NC(=O)C(=O)Nc2ccccc2OC(F)(F)C(F)F)c1,8%,2%,-3%,-0.6,1,3,-6%,-6%,-2%
N/C(=N\OC(=O)CCCOc1ccccc1)c1cccc(Br)c1,56%[activator],0%,20%,0.9,-5,16,-3%,-3%,0%
COc1cc2c(cc1OC)n(Cc1ccc([N+](=O)[O-])cc1)c(=O)n1nc(-c3ccccc3)nc21,-7%,-18%,-22%,0.5,13,/,8%,-2%,7%
COc1ccccc1C(=O)N/C(=C/c1ccc2c(c1)OCO2)C(=O)Nc1ccc(C(=O)O)cc1,?,-6%,8%,0.0,-3,3,7%,-1%,1%
COc1cc2c(cc1OC)C1CCN3C(=O)CCC3N1CC2 (configuration not stated),59%[activator],-8%,-38%,/,3,/,-17%,-4%,-4%
O=C(NCc1cccs1)c1cc(-c2cccs2)on1,11%,3%,0%,0.8,-6,-10,-19%,5%,1%
CSc1nc2c(c(=O)n1-c1ccc(F)cc1)SCC2,-25%,-4%,-20%,0.5,-3,-2,/,-3%,-1%
CC1(C(=O)O)CCC(C(=O)N2CCOCC2)C1(C)C (configuration not stated),170%[activator][57.4 µM],-10%,-12%,0.7,-8,-1,2%,-4%,0%
O=C(O)CCCCN1C(=O)/C(=C\c2ccc(OCc3ccccc3)c(OCc3ccccc3)c2)SC1=S,0%,-17%,-31%,-0.3,1,4,14%,-4%,0%
O=C(Nc1ccc(C2CC2(Cl)Cl)cc1)c1ccccc1Br (configuration not stated),-10%,1%,-13%,-1.1,-6,-8,1%,1%,2%
CCCC[n+]1c(-c2ccc(Cl)cc2Cl)csc1Nc1ccccc1,-19%,0%,-18%,-0.1,-1,-6,10%,6%,-6%
CCCc1cc(CNC(=O)C2CCC(=O)N(Cc3ccccc3F)C2)on1 (configuration not stated),5%,5%,0%,-0.8,0,2,-15%,1%,3%
CCOC(=O)C(CCCOc1ccc(C(C)CC)cc1)C(=O)OCC (configuration not stated),0%,-6%,-15%,0.6,6,-20,-2%,-13%,0%
CCN(C(=O)c1cc2c(=O)n3cccc(C)c3nc2s1)c1ccc(C)c(C)c1,-29%,-9%,8%,-0.4,-3,/,-1%,-2%,-2%
Cc1ccc(NC(=O)c2ccc(CSc3ncnc4nc[nH]c34)cc2)c(C)c1,0%,-4%,-30%,/,-8,/,2%,?,-13%
Cn1c(Cc2cccs2)nnc1SCc1nc2ccccc2[nH]1,15%,1%,-9%,-2.3,1,0,1%,-2%,-5%
COc1cccc(C(NC(C)=O)c2nc(-c3ccccc3OC)cs2)c1 (configuration not stated),1%,/,/,/,-8,/,/,-1%,-1%
O=C(CN1C(=O)c2ccccc2C1=O)NCc1ccc(N2CCOCC2)cc1,0%,0%,7%,0.6,0,8,-5%,-4%,5%
Cc1cc(Nc2cc(Cl)ccc2C)n2nc(Cc3ccccc3)nc2n1,-18%,6%,15%,-1.1,-4,/,-5%,-2%,-2%
O=C1C(NS(=O)(=O)c2cccs2)=C(N2CCN(c3ccccc3)CC2)C(=O)c2ccccc21,429%[activator],1%,3%,/,18,/,-7%,4%,0%
COC(=O)c1cccc(-n2c(CCC(=O)O)ccc2-c2cccs2)c1,0%&-13%,3%&-4%,-9%[11.4 µM],-0.2,-2&2,/,19%&-1%,3%&0%,-1%&-7%
Cc1ccc(NC(=O)C2CCN(S(=O)(=O)c3cnc[nH]3)CC2)cc1C,13%,12%,0%,-0.4,-2,13,2%,-1%,1%
COc1cc2nc(=S)n3[nH]c(CCn4c(C)nc5ccccc54)nc3c2cc1OC,?,1%,-21%,0.5,0,-5,-4%,-1%,1%
O/N=C\c1cccn1-c1ccc(Br)cc1,0%,-1%,-13%,-0.1,-4,0,16%,-4%,-3%
C=CCOC(=O)/C(=C/c1cccnc1)NC(=O)c1ccccc1,73%[activator],-3%,-4%,0.2,0,2,1%,2%,-1%
Cc1noc(-c2ccc(-c3noc(-c4cccc(Cl)c4)n3)cc2)n1,-20%,3%,-7%,2.1,-1,/,-7%,-1%,4%
Nc1ncnc2c1ncn2CCc1ccccc1,6%,18%,-1%,0.8,-4,20,17%,13%,-5%
CCN(CC(=O)Nc1ccc(NC(C)=O)cc1)C(=O)/C=C/c1c(C)nn(-c2ccc(F)cc2)c1C,-9%,-10%,-13%,-0.9,-5,-17,9%,-1%,-1%
CCOC(=O)c1c(-c2ccc(C)c(C)c2)csc1NC(=O)C1CC=CCC1C(=O)O (configuration not stated),?,-12%,29%,0.3,-6,-16,2%,7%,1%
O=C(Nc1c2c(nn1-c1ccc(F)cc1)CS(=O)(=O)C2)c1ccc(Br)o1,5%,13%,2%,0.1,2,14,8%,-4%,1%
CCC(=O)N1N=C(c2ccc(OC)cc2)CC1c1cn(-c2ccccc2)nc1-c1cccs1 (configuration not stated),-25%,-14%,-13%,-0.2,-2,/,-1%,-2%,1%
Cn1c(O)c(N=NC(=N)N)c2ccccc21,-19%,-9%,1%,0.0,-2,15,-7%,-2%,1%
CCc1ccccc1NC(=O)c1cnn2c(C(F)(F)F)cc(-c3ccc(OC)c(OC)c3)nc12,-4%,?,14%,0.3,2,/,-10%,-2%,3%
COc1ccc(Nc2cc3n(c(=O)n2)CCc2cc(OC)c(OC)cc2-3)c(C)c1,?,0%,12%,-0.8,-5,-8,6%,-2%,-8%
CCOC(=O)C1CCN(C(=O)c2cc3ccccc3oc2=O)CC1,1%,1%,34%[11.4 µM],/,-3,/,5%,1%,5%
O=C1CC(c2nnc(Cc3ccc(Cl)cc3)o2)CN1c1ccccc1 (configuration not stated),3%,2%,24%,/,-11,/,7%,-2%,4%
CCOc1ccc(C=NC23CN4CN(CN(C4)C2)C3)cc1,-11%,9%,7%[11.4 µM],0.7,-6,20,7%,-3%,0%
Nc1ccccc1C(=O)Nc1cccc(C(=O)O)c1,2%[57.4 µM],-3%,11%,0.2,-3,7,/,-9%,2%
CCOC(=O)c1ccc(NC(=O)CNNC(=O)COc2ccccc2C)cc1,193%[activator],4%,14%,/,-1,/,1%,-3%,-1%
C=CCn1c2ccccc2c(=O)c2cc(C#CC[C@@H](C)O)ccc21,-22%,0%,-4%,-0.7,-3,-19,-6%,3%,7%
Cc1cc(Nc2cccc(O)c2)c2cccc(Br)c2n1,?,/,-4%,0.3,2,/,0%,/,/
Cn1c(=O)c2c(nc(N3CCOCC3)n2Cc2ccccc2Cl)n(C)c1=O,-12%,-1%,-5%,-0.8,-4,/,-2%,-3%,8%
CCCC(NC(=S)NCC1CCCO1)C12CC3CC(CC(C3)C1)C2 (configuration not stated),40µM*,-9%,-5%,-0.5,-3,-19,1%,-1%,-1%
O=C(COc1ccc(Br)cc1)NC(=S)Nc1ccccc1N1CCOCC1,?,2%,-38%,-0.1,1,-6,4%,-8%,0%
